High-throughput results (PubChem)
H9c2 TAG inh = triacylglycerol accumulation inhibition. H9c2 cells, Nile Red lipid (TAG) fluorescence; cells loaded with 200 µM oleic acid. inhibition, % at 12.5 µM. actives 0.66% (n = 230,000). AID 651582;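 active = pattern-corrected inhibition of lipid staining of at least 50% with the nuclear-stain viability signal not falling by more than 50%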;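 note: 0% = DMSO wells and 100% = triacsin C control wells; some results filed as inactive read as strong as hits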
H9c2 TAG inh DAPI viability = second read-out of H9c2 TAG inh, no call of its own (marks repeat the call); DAPI nuclei signal change (viability), lower = more cytotoxic, %;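 whole-well DAPI fluorescence read on a plate reader as a viability signal; minus 50 percent equals half of cells still viable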
Starred values were filed as active, the others as inactive. A portion of the library (hit frequency here may not be typical).

smiles | H9c2 TAG inh DAPI viability | H9c2 TAG inh
Cc1ccc(-c2cn3c(=O)cc(C)[nH]c3n2)cc1 | -3 | -4
COc1cnc(-c2ccccc2)nc1OC | -19 | 6
CCOc1ccccc1NC(=O)NC(=O)N(C)S(C)(=O)=O | -6 | 0
Cc1ccc(C)c(Oc2cc(NN3CCCCC3)c([N+](=O)[O-])cc2[N+](=O)[O-])c1 | -6 | 5
O=C(NCC1CCCO1)c1c(O)c2cccc3c2n(c1=O)CCC3 (stereo unspecified) | 1 | -2
O=C(NCc1nc2ccccc2[nH]1)C1=C[C@H](c2ccc(Br)cc2)C[C@H](OCc2ccc(CO)cc2)O1 | 0 | -5
NS(=O)(=O)c1ccc(S(=O)(=O)N2CCCC2)cc1 | 3 | -7
CN1CCN(c2ccc(Cl)cc2NC(=O)c2ccc(=O)n(C)n2)CC1 | -5 | 36
c1ccc(SCc2nc(-c3ccccn3)no2)cc1 | 8 | -20
Cc1ccc(-c2sc(C)nc2CC(=O)O)cc1 | 0 | -14
Cc1ccc(-c2c(C)n([O-])c3c([n+]2=O)CCCC3)cc1 | 6 | -12
CN(C(=O)CSc1nncn1C)C1CCCN(Cc2ccccc2F)C1 (stereo unspecified) | 0 | 2
Cc1ccc(CN2CCC(C(=O)c3ccc(F)cc3)CC2)cc1 | 4 | -1
C=CCN=c1scc(-c2ccc3c(c2)NC(=O)CO3)n1/N=C(\C)c1ccccn1 | -17 | 28
COc1cccc(C(=O)Nc2cccnc2)c1OC | -8 | 1
Cc1cc(C)cc(NC(=O)Cn2cnc3c(nnn3Cc3ccc(F)cc3)c2=O)c1 | -6 | -5
Cc1ccc2c(C)c(C(=O)NCc3ccc(S(N)(=O)=O)cc3)oc2c1C | 14 | -25
COc1cccc(NC(=O)CN(C)C(=O)Cc2ccc3c(c2)OCCO3)c1 | -3 | 7
CC(=O)c1c(Nc2cccc(F)c2)oc(C)cc1=O | -9 | 9
COc1ccc(S(=O)(=O)N(C)CC(=O)NCc2ccco2)cc1Cl | 6 | -2
CC(CN1CCCCC1)OC(=O)C(C)(c1ccccc1)c1ccccc1 (stereo unspecified) | 13 | -18
COc1ccc(Br)cc1CN(C)CC(=O)NCCc1ccccc1 | 2 | -11
CCOC(=O)C1=C(COC(=O)CCOc2cc(C)ccc2C)NC(=O)NC1C (stereo unspecified) | -5 | -5
COc1ccc(OC)c(NS(=O)(=O)c2ccc(N3CCCC3=O)cc2)c1 | -5.5* | 57*
O=C1C=C(N2CCCCC2)C2(CCCCC2)O1 | -6 | 9
Cc1cc(N/N=C/c2ccc(F)cc2)nc(NCc2ccccc2)n1 | 3 | -2
CC(=O)c1ccc(Nc2nc(C(N)Cc3ccc(C(F)(F)F)cc3)cs2)cc1 (stereo unspecified) | 38 | 26
CC(CN1CC(=O)NC(=O)C1)N1CC(=O)NC(=O)C1 (stereo unspecified) | -3 | 0
COc1ccc2[nH]c(=O)c(CN(C(=O)C3CCCO3)c3ccc(C)c(C)c3)cc2c1 (stereo unspecified) | 2 | 2
Cc1nc(SCC(=O)NCc2ccc3c(c2)OCO3)nc(C)c1C | -5 | 18
Cc1cc(C(=O)Cn2nc(C(=O)O)c3ccccc3c2=O)c(C)n1CCc1ccc(Cl)cc1 | -13 | 17
Cc1cccc(NC(=O)CCCSc2nc3ccccc3[nH]2)c1 | -6 | 6
COc1cccc(NC(=O)CN(C)C(=O)CCCNC(=O)c2ccc(Cl)cc2)c1 | 4 | -27
CCOC(=O)CCC(NC(=O)c1ccc(CNc2nc3cc(C(F)(F)F)ccc3nc2C(=O)OCC)cc1)C(=O)OCC (stereo unspecified) | -10 | 8
CCOC(=O)C1CCN(S(=O)(=O)c2cc(C(=O)OC)n(C)c2)CC1 | -4 | -5
NC(=O)c1c(NC(=O)c2cnccn2)sc2c1CCCC2 | -7 | 4
Cc1ccc(NC(=O)COC(=O)Cn2nc(-c3ccc(F)cc3)oc2=O)cc1C | 7 | 2
O=C(COC(=O)/C=C/c1ccc(F)cc1)Nc1cc(C(F)(F)F)ccc1N1CCOCC1 | -2 | -3
Brc1cc2c(cc1COc1ccc(-c3nn[nH]n3)cc1)OCO2 | 10 | -15
COc1ccccc1N(CC(=O)NC1CCCCC1)C(=O)c1csnn1 | 14 | -13
CCOC(=O)c1c(NC(=S)NNS(=O)(=O)c2ccc(Br)cc2)sc2c1CCCCC2 | -2 | 4
CCCCCCC(C)n1[nH]c(=O)c2c(C)cc(C)nc21 (stereo unspecified) | -6 | 6
N#C/C(=N\Nc1ccc(S(=O)(=O)N2CCCCCC2)cc1)C(N)=S | 10 | -3
COC(=O)C1=C(C(=O)OC)C2C=CC1C1C(OC(C)=O)C(OC(C)=O)C21 (stereo unspecified) | 1 | 14
CCCCc1cc(=O)oc2cc(OCc3cc(OC)c(OC)c(OC)c3)c(Cl)cc12 | -12 | 1
Cc1ccc2nc(CC(O)(c3ccccc3)c3ccccc3)ccc2c1 | -8 | -3
CC1CCN(C(=O)NC(=O)c2ccccc2)CC1 | 6 | -3
O=C(NNc1c2ccccc2nc2ccccc12)C(O)c1ccccc1 (stereo unspecified) | 10 | -1
CN(C)c1ccc(-c2ccnc3c2CC(C)(C(=O)Nc2ccc(F)c(Cl)c2)O3)cc1 (stereo unspecified) | 40 | -16
COc1ccccc1N=c1oc2cc(O)ccc2cc1C(=O)NCC1CCCO1 (stereo unspecified) | 0 | 2
Cc1ccc(NC(=O)c2ncn(CCCN[C@H](C)c3cccc4ccccc34)n2)cc1C | 8 | -6
COc1cc(NC(=O)c2cc(-c3cc(F)ccc3OC(C)C)n[nH]2)cc(OC)c1OC | 0 | 9
C/C(N)=C(/C#N)C(=O)COC(=O)CC12CC3CC(CC(C3)C1)C2 | -6 | 5
O=C(NCc1ccco1)C(=O)NCC1OCCN1S(=O)(=O)c1ccccc1 (stereo unspecified) | 11 | 11
Nc1ccc2c(c1)Cc1cc(N)c(Br)cc1-2 | -13 | 6
Cc1ccc(-n2c(=O)[nH]cc(C(=O)N3CCc4ccccc43)c2=O)cc1C | 4 | 2
COC(C/C=C/C(=O)[C@@H](C)OCc1ccccc1)OC | 6 | -3
CCC(NC(=O)C1CCC1)c1ccccc1 (stereo unspecified) | 3 | 18
CCOc1ccccc1C(=O)NCC(=O)NCCCSc1ccccc1 | 6 | 1
CCC(=O)NNC(=O)CSc1nnc(-c2ccccc2)c(-c2ccccc2)n1 | -1 | 0

Single records, from the list above:
Cc1ccc(-c2cn3c(=O)cc(C)[nH]c3n2)cc1 reads H9c2 TAG inh DAPI viability: -3; H9c2 TAG inh: -4
Brc1cc2c(cc1COc1ccc(-c3nn[nH]n3)cc1)OCO2 reads H9c2 TAG inh DAPI viability: 10; H9c2 TAG inh: -15

More structures.
smiles | H9c2 TAG inh DAPI viability | H9c2 TAG inh
Cc1ccccc1NC(=O)c1cc(S(=O)(=O)N2CCCCC2)ccc1N1CCOCC1 | 0 | 5
CCc1cc(-c2cnnn2CCc2c[nH]c3ccccc23)ccc1-c1cn(CC(C)C)nn1 | -8 | 7
CC(C)(C)OC(=O)NCCCCCNC(=O)c1[nH]cnc1C(=O)N[C@@H](Cc1ccccc1)C(=O)OCc1ccccc1 | 5 | 16
COC(=O)c1ccc(NC(=O)Nc2ccc3c(c2)nc(C)n3C)cc1 | 2 | 0
Cc1cn(C2CCCCO2)c(=O)[nH]c1=O (stereo unspecified) | 2 | 8
N#CCSc1ccccc1NC(=O)CN1C(=O)C2CC=CCC2C1=O (stereo unspecified) | -4 | -14
CCN(CC)c1ccc(C=Nc2ccccc2)c(O)c1 | 2 | -13
S=c1[nH]nc2nnc3ccccc3n12 | -7 | 3
COc1cc(OC)c(OC)cc1CN(C)CC1CCCN(CCc2ccccc2F)C1 (stereo unspecified) | 6 | 9
COc1ccccc1CNC(=O)CN1C(=O)NC(c2ccccc2)(c2ccccc2)C1=O | -1 | 5
CCOC(=O)Nc1ccc(C(=O)/C=C/c2ccccc2)cc1 | -1 | -3
C/C(=N\N=C(N)N)c1cccc([N+](=O)[O-])c1 | -6 | 8
CC(=O)N(c1nc(CCl)cs1)c1cccc(C)c1C | -10 | 14
CN(Cc1ccccc1)S(=O)(=O)c1ccc(Cl)c(C(=O)O)c1 | -10 | 14
C/C(=N\NC(=O)CC1N=C(Cc2ccccc2)NNC1=O)c1ccncc1 (stereo unspecified) | 5 | -15
CCOc1ccc(/C(O)=C2/C(=O)C(=O)N(CC3CCCO3)C2c2ccc(C)o2)cc1 (stereo unspecified) | -12 | -2
COc1cc(C(=O)N(Cc2ccc(N(C)C)cc2)C2CCS(=O)(=O)C2)cc(OC)c1OC (stereo unspecified) | 0 | -1
CCCCOc1ccc(C(=O)N=c2sccn2C)cc1OC | -24 | 29
O=C(c1ccccc1Oc1ccccc1)N1CCN(c2ccccc2F)CC1 | -1 | -12
Cc1occc1C(=O)Nc1ccc(Br)cc1F | -9 | 3
Cn1cc(C(=O)N2CCc3ccccc3C2)c(=O)c2cc(S(=O)(=O)N3CCOCC3)ccc21 | -3 | 13
NC(Cc1ccc(C(F)(F)F)cc1)c1csc(Nc2nncc3ccccc23)n1 (stereo unspecified) | -12* | 52*
O=C1N[C@@H](c2ccccc2)COC(=O)[C@H](Cc2ccc(F)cc2)C/C=C\C[C@H]1CC(=O)N(CCO)Cc1ccccc1 | 4 | -2
C=CCn1c(SCC(=O)Nc2ccc(Br)cc2)nc(O)cc1=O | -10 | 6
CCOC(=O)c1ccc(N2C(=O)CC(N3CCN(C(=O)c4ccco4)CC3)C2=O)cc1 (stereo unspecified) | -6 | -16
COc1ccccc1CNC(=O)CCC(=O)Nc1nnc(C)s1 | -13 | 0
O=C(Nc1cc(S(=O)(=O)N2CCOCC2)ccc1N1CCOCC1)c1cc(=O)[nH]c2ccccc12 | 3 | -1
Cc1ccccc1C(=O)NC1CCN(Cc2nnnn2Cc2ccccc2)CC1 | -8 | 3
CCC(CC)C(=O)c1c[nH]c(C(=O)OC)c1 | 2 | 1
O=C(Cn1c(=O)c2c(ncn2Cc2ccccc2)n(Cc2ccccc2)c1=O)N1CCCC1 | -4 | -14
N#C/C(=C\Nc1ccc(F)c(Cl)c1)S(=O)(=O)c1ccccn1 | 4 | -3
CN1CCC(=NNC(=O)CN(c2cccc(Cl)c2)S(C)(=O)=O)CC1 | 1 | 18
CN1CCN(c2ccc(CNC(=O)c3ccco3)cc2)CC1 | 9 | -3
Cc1ccc(-c2nn(-c3ccccc3)cc2/C=C2\SC(=S)N(CC(=O)O)C2=O)cc1 | 2 | -6
C[C@@H]1CC=C[C@@H]2[C@H]1C(=O)N(Cc1ccccc1)[C@H]2c1ccccc1Br | -3 | -7
COc1ccc(C2=NN(C(=O)CSc3nnc(C)c(=O)n3N)C(c3ccco3)C2)cc1 (stereo unspecified) | 1 | -1

Molecules shown so far containing two or more sulfur atoms (4):
smiles | H9c2 TAG inh DAPI viability | H9c2 TAG inh
NS(=O)(=O)c1ccc(S(=O)(=O)N2CCCC2)cc1 | 3 | -7
CCOC(=O)c1c(NC(=S)NNS(=O)(=O)c2ccc(Br)cc2)sc2c1CCCCC2 | -2 | 4
N#C/C(=N\Nc1ccc(S(=O)(=O)N2CCCCCC2)cc1)C(N)=S | 10 | -3
Cc1ccc(-c2nn(-c3ccccc3)cc2/C=C2\SC(=S)N(CC(=O)O)C2=O)cc1 | 2 | -6

Additional structures follow.
smiles | H9c2 TAG inh DAPI viability | H9c2 TAG inh
Cc1ccccc1-n1cc(CNC(=O)C2CCC(=O)N(C3CC3)C2)cn1 (stereo unspecified) | -2 | -9
CC(=O)c1cccc(NC(=O)c2cc(=O)c3ccccc3o2)c1 | -4 | 21
Cc1cc(C(C)(C)C)cc(C)c1C(=O)O | -4 | 8
CCNC(=O)C1(C)CCN(Cc2ccc(C#N)cc2)C1 (stereo unspecified) | -1 | 2
Cc1ccc(-c2nn(-c3ccccc3)cc2C(=O)N2CCN(C3CCS(=O)(=O)C3)CC2)cc1 (stereo unspecified) | -7 | -15
NNC(=O)c1cc2c(N3CCC(Cc4ccccc4)CC3)ncnc2s1 | 5 | -39
COCCN1C(=O)C(CC(=O)Nc2ccc(C(=O)O)cc2)SC1=Nc1ccccc1 (stereo unspecified) | 4 | -12
COc1cc(C(=O)NC2CC(C)CC(C)(C)C2)cc(OC)c1OC (stereo unspecified) | -7 | -8
O=C(Nn1c(=O)[nH]c2ccsc2c1=O)c1ccccc1 | -15 | 7
C=CCNc1ncnc2c1[nH]c1ccc(Cl)cc12 | 4 | 0
Cc1ccc(CN2CCN(C(=O)CCN3C(=O)c4ccccc4C3=O)CC2)cc1 | -8 | 20
CCN1C(=NCCCOC(C)C)N[C@@H](CCc2ccccc2)[C@H](C(=O)NCCCOC(C)C)[C@H]1C | 11 | -17
O=C(C/C=N/OCc1ccc(F)cc1Cl)c1cnc(-c2ccccc2)s1 | -2 | 2
Cc1c(Cl)c([N+](=O)[O-])nn1CC(=O)NC12CC3CC(CC(C3)C1)C2 | 2 | -4
CC(C)NC(=O)Cn1cc(C(=O)C(=O)N2CCOCC2)c2ccccc21 | 0 | 0
Cc1cc(C)c2nc(Nc3nc(CSc4nc5ccccc5[nH]4)cc(=O)[nH]3)nc(C)c2c1 | 0 | 11
COCCN1C=C(C(=O)OC)C(c2cc(Br)c(OC)c(OC)c2)C(C(=O)OC)=C1 | 35 | 9
